DNMT1 block: inhibitors of human DNMT1; DNMT1 molecular beacon, Hinp1I cleavage, fluorescence; inhibition (reported as % activation of signal), % at 10 µM; 0.83% of 360,000 active; AID 588458; P26358; in the data active = inhibition above about 50%
CendR NRP1 mod: modulators of CendR peptide binding to human neuropilin-1. 0.85% of 360,000 active. inhibition, % at 25 µM. FAM-RPARPAR peptide binding to NRP-1, fluorescence polarization. AID 602438;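 active = inhibition or corrected inhibition above about 18%, plus a signal ratio from 0.5 to 1.5, limit read from the data, passing the limit was not always enough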; also: strong numbers were not always called active
Target sequence (O14786 whole entry, looked up): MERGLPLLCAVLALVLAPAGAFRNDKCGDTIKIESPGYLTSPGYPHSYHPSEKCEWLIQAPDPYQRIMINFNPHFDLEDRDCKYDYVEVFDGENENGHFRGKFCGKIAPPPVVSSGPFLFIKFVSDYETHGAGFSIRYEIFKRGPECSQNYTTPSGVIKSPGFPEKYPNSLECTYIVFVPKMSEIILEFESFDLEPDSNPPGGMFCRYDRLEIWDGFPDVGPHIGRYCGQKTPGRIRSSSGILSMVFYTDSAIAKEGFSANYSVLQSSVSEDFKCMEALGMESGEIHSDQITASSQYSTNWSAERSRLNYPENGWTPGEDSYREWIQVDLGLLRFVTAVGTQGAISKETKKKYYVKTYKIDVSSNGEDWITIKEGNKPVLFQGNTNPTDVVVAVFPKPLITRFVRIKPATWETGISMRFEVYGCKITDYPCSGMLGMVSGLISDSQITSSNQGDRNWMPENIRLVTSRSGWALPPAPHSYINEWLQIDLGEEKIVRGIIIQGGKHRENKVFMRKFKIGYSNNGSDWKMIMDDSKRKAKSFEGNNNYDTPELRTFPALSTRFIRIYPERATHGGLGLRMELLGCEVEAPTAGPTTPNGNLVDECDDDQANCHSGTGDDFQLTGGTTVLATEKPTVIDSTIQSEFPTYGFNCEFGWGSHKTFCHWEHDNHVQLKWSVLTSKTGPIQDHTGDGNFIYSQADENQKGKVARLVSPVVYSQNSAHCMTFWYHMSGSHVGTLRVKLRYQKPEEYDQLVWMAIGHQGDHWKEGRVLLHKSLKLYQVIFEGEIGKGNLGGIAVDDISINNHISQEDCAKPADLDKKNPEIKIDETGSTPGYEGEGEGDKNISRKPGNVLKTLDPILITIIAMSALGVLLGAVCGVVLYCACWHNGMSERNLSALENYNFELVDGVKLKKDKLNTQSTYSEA
MT1-MMP act inh: blocks activation of human MT1-MMP | P50281 | HT1080 RFP-PRO-GFP cells, GFP/RFP ratio fluorescence, overnight; percent of plate control window, DMSO zero | GFP/RFP ratio change, % at 20 µM | 0.061% of 360,000 active | AID 651647;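 active = GFP/RFP ratio change of at least 30% with cell ATP level not reduced by more than half and red fluorescence within 50% of control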; also: strong numbers were not always called active
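Assay system: HT1080 cells carrying an RFP-PRO-GFP reporter | Dosing: Single dose of 20 µM compound, 1% DMSO final | Incubation: Cells overnight before dosing, compound overnight, 37 °C, 5% CO2 | Evaluation: GFP/RFP fluorescence ratio | Control set: DMSO and RFP-L50D-GFP cell wells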
STEP inh: inhibitors of human striatal-enriched phosphatase STEP; P54829; recombinant STEP, OMFP fluorogenic substrate, fluorescence; inhibition, % at 20 µM; 0.25% of 360,000 active;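 active = inhibition at 20 µM, scaled per plate between control wells, above about 37%, limit read from the data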;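 also: 0% = DMSO with enzyme and substrate and 100% = substrate only without enzyme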
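System: STEP phosphatase, cell-free reaction; Buffer or medium: Bis-Tris pH 6.0 buffer with DTT, detergent; Incubation: 20 min at room temperature, dark; Measured by: fluorescence, 480/540 nm.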
LMPTP block: LMPTP (human) inhibition. P24666. inhibition, % at 20 µM. recombinant LMPTP-A, OMFP fluorogenic substrate, fluorescence intensity. 0.22% of 360,000 active;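 active = compounds that cut the enzyme signal by at least half of the control window in the single-dose screen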;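 also: plate controls were DMSO wells with enzyme plus substrate for no effect and substrate without enzyme for full effect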
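Material: LMPTP-A; amount: 0.625 nM enzyme; doses: single 20 µM dose; times: reaction 50 min, room temperature, dark; technique: fluorescence intensity of OMFP turnover product; benchmarks: no-enzyme and uninhibited controls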
SKN-1 block: C. elegans SKN-1 inhibition. C. elegans VP596 Pgst-4::GFP/RFP ratio, acrylamide-induced, 24 h. inhibition, % at 21.8 µM. 0.49% of 360,000 active. AID 624304;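 active = interference check ratio from 0.5 to 1.5 plus GFP to RFP signal ratio inhibition reaching or exceeding a fixed threshold, cut at about 30% in these data, passing the limit was not always enough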; also: some compounds called inactive have numbers as strong as hits
Rpn11 inh: blocks the human proteasome subunit Rpn11 | 0.59% of 360,000 active | AID 588493 | calls only at 20 µM | human 26S proteasome, Ub4-pepOG fluorescence polarization; 20S core pre-blocked with epoxomicin;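 active = inhibition at 20 µM, scaled to each plate's controls, above about 33%, limit read from the data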
SUMO1-SIM PPI: alters human SUMO1 binding to SIM partners; P63165; SUMO1 binding to a labelled peptide, TR-FRET, 1 h; 0.33% of 360,000 active; AID 602429; inhibition, % at 20 µM; in the data active = inhibition above about 37%
Target sequence (P63165 whole entry, looked up): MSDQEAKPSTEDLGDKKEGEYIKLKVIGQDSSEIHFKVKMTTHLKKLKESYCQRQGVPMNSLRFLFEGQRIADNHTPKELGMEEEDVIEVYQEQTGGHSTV
Scp-1 inhibitor: inhibitors of human Scp-1 phosphatase; Q9GZU7; Recombinant Scp1, phosphopeptide, malachite green phosphate absorbance; inhibition, % at 20 µM; 0.88% of 340,000 active; AID 493091;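 active = inhibition above about 50% at 20 µM, limit read from the data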;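 also: plate controls were DMSO wells with enzyme for no effect and wells lacking enzyme for full effect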
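Test system – truncated SCP-1 phosphatase (76-261aa) · Reagent – Phosphorylated 17-residue peptide substrate · Incubation – 45 min room-temperature reaction, 5 min colour, 30 min stabiliser · Detection – colorimetric phosphate reagent with accelerator and stabiliser, absorbance at 630 nm · Measure – % inhibition at 20 µM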
NadD block: NadD (S. aureus) enzyme inhibition | purified NadD enzyme, colorimetric absorbance read-out | inhibition, % at 20 µM | 0.78% of 360,000 active; in the data active = inhibition above about 26%; also: some compounds past the cut are filed as inactive
Starred values were filed as active, the others as inactive. The order is random. About 3.9% of those tested had a hit in this group.

Results for COc1ccccc1-c1nc(C#N)c(N2CCN(C(c3ccccc3)c3ccccc3)CC2)o1 ?
DNMT1 block: -2; CendR NRP1 mod: 5; MT1-MMP act inh: -1; STEP inh: 0; LMPTP block: -3.1; SKN-1 block: 20; Rpn11 inh: inactive; SUMO1-SIM PPI: 6; Scp-1 inhibitor: 6; NadD block: 12

How did O=C(Nc1ccc(C(=O)N2CCOCC2)cc1)c1ccccc1[N+](=O)[O-] do in these assays?
DNMT1 block: -1; CendR NRP1 mod: 3; MT1-MMP act inh: -3; STEP inh: -1; LMPTP block: 1.2; SKN-1 block: 9; Rpn11 inh: inactive; SUMO1-SIM PPI: -12; Scp-1 inhibitor: 4; NadD block: -3

Results for CCc1c(N)nc(N)nc1Nc1ccccc1C ?
DNMT1 block: -3; CendR NRP1 mod: 2; MT1-MMP act inh: 6; STEP inh: -3; LMPTP block: 2.9; SKN-1 block: 4; Rpn11 inh: inactive; SUMO1-SIM PPI: 5; Scp-1 inhibitor: -3; NadD block: -1

Results for Cc1ccccc1Nc1cc(C(=O)NCC2CCCO2)c2ccccc2n1 (configuration not stated) ?
DNMT1 block: 6; CendR NRP1 mod: -3; MT1-MMP act inh: 4; STEP inh: 0; LMPTP block: -0.8; SKN-1 block: -5; Rpn11 inh: inactive; SUMO1-SIM PPI: -6; Scp-1 inhibitor: -7; NadD block: 2

How did CCn1nc(NS(=O)(=O)c2ccccc2)c2cc3ccccc3nc21 do in these assays?
DNMT1 block: 0; CendR NRP1 mod: -6; MT1-MMP act inh: -5; STEP inh: 1; LMPTP block: -1.2; SKN-1 block: -1; Rpn11 inh: inactive; SUMO1-SIM PPI: 13; Scp-1 inhibitor: -9; NadD block: 3

What do the screens show for `O=C(Nc1nnc([C@@H]2C[C@H](O)[C@@H](CO)O2)s1)c1cccc2ccccc12`?
DNMT1 block: 5; CendR NRP1 mod: -4; MT1-MMP act inh: 1; STEP inh: -1; LMPTP block: -1.2; SKN-1 block: 10; Rpn11 inh: inactive; SUMO1-SIM PPI: -12; NadD block: 1

What do the screens show for `Cc1ccccc1OCCC(=O)OCC(=O)Nc1cc(S(=O)(=O)N2CCOCC2)ccc1Cl`?
DNMT1 block: 1; CendR NRP1 mod: 7; MT1-MMP act inh: 2; STEP inh: 0; LMPTP block: 1.6; SKN-1 block: 1; Rpn11 inh: inactive; SUMO1-SIM PPI: -3; Scp-1 inhibitor: -6; NadD block: -7

Results for Nc1nonc1-n1nnc(C(=O)N/N=C/c2c(Cl)cccc2Cl)c1CN1CCOCC1 ?
DNMT1 block: -1; CendR NRP1 mod: 7; MT1-MMP act inh: 0; STEP inh: -1; LMPTP block: -1.8; SKN-1 block: 9; Rpn11 inh: inactive; SUMO1-SIM PPI: 0; Scp-1 inhibitor: -8; NadD block: 6

How did COc1cccc(C(=O)NCc2ccc(N3CCN(C(=O)OC(C)(C)C)CC3)cc2)c1 do in these assays?
DNMT1 block: 1; CendR NRP1 mod: 1; MT1-MMP act inh: 0; STEP inh: 1; LMPTP block: -0.6; SKN-1 block: -8; Rpn11 inh: inactive; SUMO1-SIM PPI: -1; Scp-1 inhibitor: -8; NadD block: -5

Results for COCCNC(=O)C1CCCN(C(=O)COCc2ccccc2)CC1 (configuration not stated) ?
DNMT1 block: 5; CendR NRP1 mod: -7; MT1-MMP act inh: 3; STEP inh: -2; LMPTP block: -2.1; SKN-1 block: 0; Rpn11 inh: inactive; SUMO1-SIM PPI: 2; NadD block: -4

What do the screens show for `O=C(CSc1nnc(CNc2ccc(F)cc2)n1CC1CCCO1)Nc1ccccc1` (configuration not stated)?
DNMT1 block: -1; CendR NRP1 mod: -4; MT1-MMP act inh: -4; STEP inh: -1; LMPTP block: -1.2; SKN-1 block: -18; Rpn11 inh: inactive; SUMO1-SIM PPI: 2; Scp-1 inhibitor: 6; NadD block: 3

How did CC(C)(C)OC(=O)N(CCc1ccccc1)Cc1ccccc1OCc1ccc(NC(=O)C2CCC2)cc1 do in these assays?
DNMT1 block: -1; CendR NRP1 mod: 9; MT1-MMP act inh: -5; STEP inh: 0; LMPTP block: 3.8; SKN-1 block: 10; Rpn11 inh: inactive; SUMO1-SIM PPI: 0; Scp-1 inhibitor: -4; NadD block: -4

Results for N#Cc1ccc(-c2ccco2)nc1SCC(=O)c1ccc(Cl)cc1 ?
DNMT1 block: 0; CendR NRP1 mod: -52; MT1-MMP act inh: -113; STEP inh: 3; LMPTP block: 18; SKN-1 block: -5; Rpn11 inh: active; SUMO1-SIM PPI: -10; Scp-1 inhibitor: -13; NadD block: -1

How did CC1CCC2=NN(C(=O)c3ccco3)C(O)(C(F)(F)F)C2C1 (configuration not stated) do in these assays?
DNMT1 block: -1; CendR NRP1 mod: -6; MT1-MMP act inh: 2; STEP inh: 5; LMPTP block: -1.1; SKN-1 block: 12; Rpn11 inh: inactive; SUMO1-SIM PPI: 3; Scp-1 inhibitor: -8; NadD block: 1

What do the screens show for `O=C(c1ccc(S(=O)(=O)c2cccc(Cl)c2)c([N+](=O)[O-])c1)N1CCN(Cc2ccccc2)CC1`?
DNMT1 block: 4; CendR NRP1 mod: -11; MT1-MMP act inh: -14; STEP inh: -4; LMPTP block: 0.2; SKN-1 block: 1; Rpn11 inh: inactive; SUMO1-SIM PPI: -14; Scp-1 inhibitor: 2; NadD block: -2

Pulled by structure from above, two records:
What do the screens show for `O=C(Nc1nnc([C@@H]2C[C@H](O)[C@@H](CO)O2)s1)c1cccc2ccccc12`?
DNMT1 block: 5; CendR NRP1 mod: -4; MT1-MMP act inh: 1; STEP inh: -1; LMPTP block: -1.2; SKN-1 block: 10; Rpn11 inh: inactive; SUMO1-SIM PPI: -12; NadD block: 1

How did CCn1nc(NS(=O)(=O)c2ccccc2)c2cc3ccccc3nc21 do in these assays?
DNMT1 block: 0; CendR NRP1 mod: -6; MT1-MMP act inh: -5; STEP inh: 1; LMPTP block: -1.2; SKN-1 block: -1; Rpn11 inh: inactive; SUMO1-SIM PPI: 13; Scp-1 inhibitor: -9; NadD block: 3

Carrying on.
Results for O=S1(=O)N=C(N(CCO)/N=C/c2ccc(Cl)cc2)c2ccccc21 ?
DNMT1 block: 1; CendR NRP1 mod: -3; MT1-MMP act inh: -6; STEP inh: 0; LMPTP block: -0.2; SKN-1 block: 12; Rpn11 inh: inactive; SUMO1-SIM PPI: 16; Scp-1 inhibitor: -1; NadD block: -3

Results for C/C=C(\C)CN1CCCC(CO)(Cc2ccccc2)C1 (configuration not stated) ?
DNMT1 block: 3; CendR NRP1 mod: 5; MT1-MMP act inh: 2; STEP inh: -5; LMPTP block: -1.2; SKN-1 block: -1; Rpn11 inh: inactive; SUMO1-SIM PPI: 2; Scp-1 inhibitor: -2; NadD block: -3

Results for O=C(NCCN=C1NS(=O)(=O)c2ccccc21)c1ccccc1 ?
DNMT1 block: 17; CendR NRP1 mod: 6; MT1-MMP act inh: -1; STEP inh: 1; LMPTP block: -2.8; SKN-1 block: -7; Rpn11 inh: inactive; SUMO1-SIM PPI: 0; Scp-1 inhibitor: -5; NadD block: -3

Results for CC(C)CN1CCN(C(=O)COC(=O)c2ccc(S(C)(=O)=O)c([N+](=O)[O-])c2)CC1 ?
DNMT1 block: 4; CendR NRP1 mod: 6; MT1-MMP act inh: 1; STEP inh: -1; LMPTP block: -3.2; SKN-1 block: -9; Rpn11 inh: inactive; SUMO1-SIM PPI: -26; NadD block: -1

Results for CNc1snc(C)c1C(=O)OCC(=O)N(C)Cc1ccccc1 ?
DNMT1 block: -1; CendR NRP1 mod: -6; MT1-MMP act inh: -4; STEP inh: 3; LMPTP block: -0.9; SKN-1 block: 0; Rpn11 inh: inactive; SUMO1-SIM PPI: 3; Scp-1 inhibitor: -5; NadD block: -3

Results for COC(=O)c1ccc2ccccc2c1OC1OC(CO)C(O)C(O)C1NC(C)=O (configuration not stated) ?
DNMT1 block: 0; CendR NRP1 mod: 10; MT1-MMP act inh: 1; STEP inh: 2; LMPTP block: -0.4; SKN-1 block: 23; Rpn11 inh: inactive; SUMO1-SIM PPI: -2; Scp-1 inhibitor: -6; NadD block: 2

How did Oc1cccc(-c2csc(C(O)(c3ccccc3)C(F)(F)F)n2)c1 (configuration not stated) do in these assays?
DNMT1 block: 7; CendR NRP1 mod: 2; MT1-MMP act inh: 5; STEP inh: -7; LMPTP block: 1.9; SKN-1 block: -9; Rpn11 inh: inactive; SUMO1-SIM PPI: -2; NadD block: -11

Results for COc1ccc(NS(=O)(=O)c2cc(N)ccc2N2CCCC2)cc1 ?
DNMT1 block: -11; CendR NRP1 mod: 18; MT1-MMP act inh: 1; STEP inh: 0; LMPTP block: 5.4; SKN-1 block: 29; Rpn11 inh: inactive; SUMO1-SIM PPI: 0; Scp-1 inhibitor: 5; NadD block: 24

Results for Cc1ccc(NC(=O)CN(C)C(=O)Cc2c(Cl)cccc2Cl)cc1 ?
DNMT1 block: 1; CendR NRP1 mod: -16; MT1-MMP act inh: -8; STEP inh: -1; LMPTP block: 1.4; SKN-1 block: 5; Rpn11 inh: inactive; SUMO1-SIM PPI: 5; Scp-1 inhibitor: -3; NadD block: 0

What do the screens show for `c1ccc2c(CCNc3ncnc4nc[nH]c34)cccc2c1`?
DNMT1 block: -4; CendR NRP1 mod: -10; MT1-MMP act inh: 5; STEP inh: 3; LMPTP block: -2.9; SKN-1 block: 1; Rpn11 inh: inactive; SUMO1-SIM PPI: 9; Scp-1 inhibitor: -14; NadD block: 2

How did COc1ccc(C2CC(c3ccccc3)=NN2C(=O)c2cccs2)cc1 (configuration not stated) do in these assays?
DNMT1 block: -7; CendR NRP1 mod: 3; MT1-MMP act inh: -8; STEP inh: 3; LMPTP block: 6.6; SKN-1 block: 37*; Rpn11 inh: inactive; SUMO1-SIM PPI: 0; Scp-1 inhibitor: -11; NadD block: 0

What do the screens show for `COc1ccc(-c2csc(NC(=O)C3CSC4(C)CCC(=O)N34)n2)c(OC)c1` (configuration not stated)?
DNMT1 block: -2; CendR NRP1 mod: -4; MT1-MMP act inh: -1; STEP inh: -1; LMPTP block: 2.4; SKN-1 block: 12; Rpn11 inh: inactive; SUMO1-SIM PPI: -3; Scp-1 inhibitor: -2; NadD block: 2

What do the screens show for `Cc1ccc2c(cnn2C(=O)CCCC(=O)NCc2cccc(F)c2)c1`?
DNMT1 block: -4; CendR NRP1 mod: 0; MT1-MMP act inh: 2; STEP inh: 4; LMPTP block: -0.6; SKN-1 block: -5; Rpn11 inh: inactive; SUMO1-SIM PPI: 0; Scp-1 inhibitor: 11; NadD block: -5

Bioassay records from PubChem.
